# Assay outcomes deposited in PubChem BioAssay by National Center for Advancing Translational Sciences (NCATS).
# KinaseGlo FLuc = Counterscreen for Luciferase (Kinase-Glo TM) Inhibition; Luciferin 4-monooxygenase (Photuris pensylvanica), Q27757; AID 1379, 2008; 0.28% of 200,000 active; Kinase-Glo luciferase, ATP luminescence, 8 min; Potency, µM (series often up to 38.3 µM), inactives show top-dose activity change, negative = inhibition, actives largely listed as inhibitors; note: nearly all actives have a fitted effect of over 60% in size
#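 Luminescence was the read-out, taken after 8-minute incubation at ambient temperature. Luciferase turned over luciferin with 10 uM ATP in imidazole pH 7.2 buffer containing KCl, MgCl2, Tween 20 and BSA.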
# IMPase Li cell = qHTS Assay for Identifying the Cell-Membrane Permeable IMPase Inhibitors: Potentiation with Lithium | CHO-M1 cells, IP1 TR-FRET (IP-One), carbachol + lithium | Potency, µM (doses to about 59.4 µM), for inactives: at the top dose activity, negative = IMPase inhibition, hits mostly inhibitors | 0.35% of 210,000 active | AID 1457, 2008;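 note: IP1 builds up when IMPase is blocked and the TR-FRET signal falls; plate controls were basal vehicle for no effect and high inhibitor control for full effect; nearly all actives have a fitted effect of over 50% in size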
#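 Concentration–response in CHO-M1 cells, lithium-potentiated; 30 min at 37C. IP1 detected by competitive TR-FRET after 10 min lysis at RT. Hill-fitted AC50.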
# * hit, by the source's call; ? = inconclusive; [ ] = dose if it differs, or a comment. Calls come from the whole dose curve; as a rule, active = well fitted curve in the direction sought with a large enough effect; inconclusive = small, poorly fitted or top-dose-only effect, or another doubt; inactive = no such curve, though single readings can be large; an effect the other way counts as inactive or inconclusive. Unless noted, % is set by controls: 0 for no effect and ±100 for the full control effect; potency is the fitted concentration of half-maximal effect. Some of the compounds tested. The share of hits here may be higher or lower than overall.
# Sample of the layout (2 entries):
# Every second line gives: KinaseGlo FLuc | IMPase Li cell
- O=C(O)c1ccc(C(=O)c2ccccc2)c(C(=O)O)c1
  -10.6%[7.66 µM] | -1.3%
- CC(=O)N1CCC2(CC1)CN(C(=O)Nc1cccc(C#N)c1)C2
  0.8% | -2.9%

# Results, repeating the preview:
# Every second line gives: KinaseGlo FLuc | IMPase Li cell
- O=C(O)c1ccc(C(=O)c2ccccc2)c(C(=O)O)c1
  -10.6%[7.66 µM] | -1.3%
- CC(=O)N1CCC2(CC1)CN(C(=O)Nc1cccc(C#N)c1)C2
  0.8% | -2.9%
- O=C(c1cccc(F)c1)N1CCC2(CC1)CN(C(c1ccccc1)c1ccccc1)C2
  -0.7% | 0.4%
- N#Cc1ccc(CN2CC3(CCN(C(=O)c4ccco4)CC3)C2)cc1
  1.5% | 36.6%[activator]
- Cc1c(O)c(Br)c(C)c(O)c1Br (tested in a mixture with another compound)
  -6.9%[7.66 µM] | 6.3%
- NS(=O)(=O)c1ccc(N=Nc2cc3ccccc3c(C(=O)O)c2O)cc1
  -2.6%[7.66 µM] | -14.1%
- CC(=O)OCC(=O)[C@]12OC(C)(C)O[C@@H]1C[C@H]1[C@H]3CC=C4C[C@@H](O)CC[C@]4(C)[C@H]3CC[C@]12C
  -3.7%[7.66 µM] | 7.6%
- O=C(Nc1ccccc1)N1CCC2(CC1)CCN(C(=O)c1cccc(F)c1)CC2
  -2.5% | -5.3%
- Nc1ccccc1N=Nc1c(S(=O)(=O)O)cc2cc(S(=O)(=O)O)cc(O)c2c1O
  -11.1%[7.66 µM] | 0.2%
- O=C(O)C[C@H](Cc1ccccc1Cl)C(=O)O
  -1.0%[7.66 µM] | 1.2%

# The last two entries of the part before come first, to join the parts:
# Every second line gives: KinaseGlo FLuc | IMPase Li cell
- Nc1ccccc1N=Nc1c(S(=O)(=O)O)cc2cc(S(=O)(=O)O)cc(O)c2c1O
  -11.1%[7.66 µM] | 0.2%
- O=C(O)C[C@H](Cc1ccccc1Cl)C(=O)O
  -1.0%[7.66 µM] | 1.2%
- Cc1noc(C)c1C(=O)N1CCC2(CCCN(C(=O)Nc3cccc(F)c3)C2)CC1
  -4.4% | -7.3%
- O=c1cnc2cnc(Oc3ccccc3)nc2n1C[C@H]1CCCO1
  -0.3% | 0.5%
- Cn1cccc1C(=O)N1CCC2(CC1)CN(C(=O)Nc1ccccc1)C2
  -0.5% | 2.2%
- C/C(=N\[N+](C)(C)C)c1ccc(C)c(C)c1
  0.4%[7.66 µM] | 16.3%
- O=C(c1cccc(F)c1)N1CCC[C@@]2(CCN(c3ncccn3)C2)C1
  -2.0% | 4.7%
- Cn1cccc1C(=O)N1CCC2(CCCN(c3ccccn3)C2)CC1
  0.2% | 19.7%
- CN(C)Cc1cc(C(F)(F)F)ccc1C(O)(c1ccccc1)c1ccccc1
  -3.0%[7.66 µM] | 11.5%
- c1ccc(/C(=N/Nc2nc3ccccc3s2)c2ccccn2)cc1
  -0.2%[7.66 µM] | 16.4%
- Cn1cccc1C(=O)N1CCC2(CC1)CN(c1cccc(-c3ccccc3)c1)C2
  1.6% | -3.1%
- Oc1ccc(Cc2cc(Cl)cc(Cl)c2O)cc1Cl
  -1.9%[7.66 µM] | -2.5%
- Cc1ccc(S(=O)(=O)OC2CCN(C)CC2)cc1
  -2.2%[7.66 µM] | 9.2%
- OC[C@@H](O)CNc1ncnc2ccccc12
  -4.1%[7.66 µM] | 3.6%
- COc1ccc(Oc2ncc3nc(-c4ccc(Cl)cc4)c(=O)n(C)c3n2)cc1
  -1.4% | -3.6%
- C=C(C)CNCCN
  0.5%[7.66 µM] | -13.9%
- N#Cc1ccc(CN2CCC3(CC2)CCN(C(=O)c2ccncc2)CC3)cc1
  0.0% | 28.7%
- CS(=O)(=O)N1CCC[C@@]2(CCN(Cc3nccs3)C2)C1
  2.5% | -0.1%
- CC(C)NC(=O)N1CC2(CCN(C(=O)c3cccn3C)CC2)C1
  1.7% | 8.8%
- COCCn1c(=O)c(-c2ccc(Cl)cc2)nc2cnc(Oc3ccccc3)nc21
  1.2% | 1.9%
- O=C(c1cc(C(F)(F)F)cc(C(F)(F)F)c1)N1CCC[C@@]2(CCN(c3ccccn3)C2)C1
  -2.3% | 27.1%
- O=C(c1cccc(F)c1)N1CCC2(CCCN(c3ccccn3)C2)CC1
  5.7% | 15.6%

# An excerpt from above in order of SMILES length, smallest number first:
# Every second line gives: KinaseGlo FLuc | IMPase Li cell
- OC[C@@H](O)CNc1ncnc2ccccc12
  -4.1%[7.66 µM] | 3.6%
- CS(=O)(=O)N1CCC[C@@]2(CCN(Cc3nccs3)C2)C1
  2.5% | -0.1%
- Cn1cccc1C(=O)N1CCC2(CC1)CN(C(=O)Nc1ccccc1)C2
  -0.5% | 2.2%
- O=C(c1cccc(F)c1)N1CCC[C@@]2(CCN(c3ncccn3)C2)C1
  -2.0% | 4.7%
- O=C(Nc1ccccc1)N1CCC2(CC1)CCN(C(=O)c1cccc(F)c1)CC2
  -2.5% | -5.3%
- Nc1ccccc1N=Nc1c(S(=O)(=O)O)cc2cc(S(=O)(=O)O)cc(O)c2c1O
  -11.1%[7.66 µM] | 0.2%

# Following part.
# Every second line gives: KinaseGlo FLuc | IMPase Li cell
- Cc1ccn2c(CCc3nnc4cc(C)ccn34)nnc2c1
  0.1%[7.66 µM] | 0.6%
- ClC(Cl)(Cl)C(N1CCN(c2ccccc2)CC1)N1CCN(c2ccccc2)CC1
  -4.1%[7.66 µM] | -3.6%
- O=C(c1ccncc1)N1CCC2(CC1)CCN(c1ncccn1)CC2
  -5.1% | -4.5%
- Cn1ncc2c(NCCc3ccccc3)nc(Cl)nc21
  -10.3%[7.66 µM] | -5.3%
- Nc1cc2c(nc3c4ccccc4c(N)cc3[n+]2-c2cccc3ccccc23)c2ccccc12 (tested in a mixture with another compound)
  -10.4%[7.66 µM] | -2.0%
- O=C1c2ccccc2-c2ccc(NC(=O)[C@H]3CCCC[C@@H]3C(=O)O)cc21
  -0.4%[7.66 µM] | -4.9%
- CC(C)(C[C@@]1(C)NC(=O)NC1=O)OCc1ccccc1
  -1.0%[7.66 µM] | -7.4%
- O=C(O)CNC(=O)[C@H]1NC(C(F)(F)F)(C(F)(F)F)OC1(C(F)(F)F)C(F)(F)F
  -0.4%[7.66 µM] | -13.5%
- COCCn1c(=O)c(-c2ccccc2)nc2cnc(N3CCNCC3)nc21
  -1.5% | -2.6%
- CC(C)CN1CC2(CCN(S(=O)(=O)c3ccccc3)CC2)C1
  2.2% | 22.3%
- Clc1ccc(CSC2=NCCN2)cc1Cl
  -6.1%[7.66 µM] | -1.8%
- O=C(Nc1cccc(F)c1)N1CC[C@@]2(CCCN(C(=O)c3cccc(F)c3)C2)C1
  -0.4% | -0.6%
- O=c1c(-c2ccc(F)cc2)nc2cnc(N3CCOCC3)nc2n1-c1ccccc1
  1.2% | -22.5%
- O=C(c1ccccc1)[C@H](Nc1ccc2ccccc2c1)c1ccccc1
  -1.2%[7.66 µM] | -3.6%
- COc1ccc(Oc2ncc3ncc(=O)n(C[C@H]4CCCO4)c3n2)cc1
  -2.7% | -2.6%
- CN(C)CCCCN1CCc2c(n(C)c3ccccc23)C1=O
  -3.1%[7.66 µM] | 11.3%
- O=C(O)c1ccc(Nc2ccnc3cc(Cl)ccc23)cc1O
  0.1%[7.66 µM] | 14.8%
- CN1CCC[C@H](C(=O)OCC(=O)[C@]2(O)CC[C@@H]3[C@H]4CCC5=CC(=O)CC[C@@]5(C)[C@H]4[C@@H](O)C[C@]32C)C1
  -1.0%[7.66 µM] | 20.3%
- CC(C)[C@H](N=Cc1ccccc1O)C(=O)O
  2.8%[7.66 µM] | -8.5%
- Clc1ccccc1C(Nc1cnccn1)Nc1cnccn1
  0.7%[7.66 µM] | 6.4%
- NS(=O)(=O)c1ccc(NC(=O)Nc2ccccc2F)cc1
  -6.4%[7.66 µM] | 2.2%
- c1ccc(C(c2ccccc2)N2CCC3(CCNCC3)CC2)cc1
  -0.8% | 23.9%
- COc1ccccc1CN1CCCC2(CCN(C(=O)c3csnn3)CC2)C1
  5.0% | 25.6%
- O=c1c(CCc2ccccc2)nc2cnc(N3CCNCC3)nc2n1Cc1ccc(F)cc1
  -3.6% | 21.4%
- CCNc1ncc2nc(-c3ccc(Cl)cc3)c(=O)n(C3CC3)c2n1
  -3.4% | 5.01µM*
- OCc1ccncc1.OCc1ccncc1.[Cl][Pt]([Cl])([Cl])[Cl]
  -3.6%[7.66 µM] | 7.5%
- O=c1c(-c2ccc(F)cc2)nc2cnc(N3CCOCC3)nc2n1C[C@H]1CCCO1
  -2.9% | 7.0%
- Cc1cc(SCC(=O)c2ccc(Br)cc2)cc(C)[o+]1
  0.6%[7.66 µM] | -4.0%
- COc1ccc(/C=C(\C#N)C(N)=O)cc1OC
  -5.7%[7.66 µM] | 2.2%
- CS(=O)(=O)N1CCC2(CCCN(C(=O)Nc3ccccc3)C2)CC1
  -0.5% | 11.8%
- Cc1cc(C)c2nc3c(c([C@H](O)C4CCCCN4)c2c1)CC/C3=C/c1ccc(Cl)cc1 (some centres undefined)
  -4.9%[7.66 µM] | 2.4%
- NCCSCc1ccccc1Cl
  -3.2%[7.66 µM] | 5.3%
- O=C(c1ccncc1)N1CCC2(CCCN(Cc3ccccc3)C2)CC1
  1.2% | 24.7%
- Cc1cc(C(C)(C)C)c(OCCCN2CCOCC2)c(C(C)(C)C)c1
  -1.3%[7.66 µM] | 0.9%
- O=C(Oc1ccccc1)N1CCC2(CCCN(c3ccncc3)C2)CC1
  -2.3% | 22.9%
- O=C(O)[C@@H]1[C@@H](C(=O)NCc2cccnc2)[C@@H]2C=C[C@@H]1O2
  0.4%[7.66 µM] | -4.0%
- O=C1c2ccccc2C(=O)N1c1ccc(Cc2ccc(N3C(=O)c4ccccc4C3=O)cc2)cc1
  -1.3%[7.66 µM] | 14.9%
- O=C(O)c1ccccc1CN1CCC[C@@H](C(=O)O)C1
  -2.5%[7.66 µM] | 8.1%
- CS(=O)(=O)c1ccc(/C=N\NC(N)=S)cc1
  -4.5%[7.66 µM] | 1.2%
- COCCn1c(=O)c(C)nc2cnc(OCc3ccccc3)nc21
  1.8% | 5.7%
- C/C(=N/Nc1nc(C)cc(=O)[nH]1)C(=O)O
  -1.5%[7.66 µM] | -7.1%
- CCON=C1C(C)(C)C(C)(C)C(C)(C)C1(C)C
  -2.6%[7.66 µM] | -0.1%
- C[n+]1cccc(/C=C\c2ccc3cccc(O)c3n2)c1
  -5.6%[7.66 µM] | 0.5%
- O=C(Nc1ccccc1)N1CC2(CCN(C(=O)c3cccc(F)c3)CC2)C1
  1.1% | -11.7%
- COc1ccc(NC(=O)N2CC3(CCN(S(=O)(=O)c4ccccc4)CC3)C2)cc1
  -0.9% | 9.6%
- N[C@@H](Cc1ccnnc1)C(=O)O
  0.4%[7.66 µM] | -7.6%
- COCCn1c(=O)cnc2cnc(N3CCNCC3)nc21
  -1.4% | 4.1%
- COC(=O)N1CCC[C@@]2(CCN(Cc3cc(C(F)(F)F)cc(C(F)(F)F)c3)C2)C1
  -2.9% | -1.6%
- N/N=C1/CC(=O)NC(=O)N1
  0.3%[7.66 µM] | -4.9%
- COc1ccc(Oc2ncc3nc(-c4ccccc4)c(=O)n(C4CC4)c3n2)cc1
  0.1% | -0.3%

# Continuation:
# Every second line gives: KinaseGlo FLuc | IMPase Li cell
- O=C(c1cnccn1)N1CCC2(CC1)CN(Cc1nccs1)C2
  1.2% | 3.5%
- O=C1C(Cl)=C(Nc2ccc(S(=O)(=O)Nc3ccccn3)cc2)C(=O)c2ccccc21
  -5.1%[7.66 µM] | 9.4%
- COC(=O)N1CCC2(CC1)CCN(c1ccncc1)CC2
  -3.2% | 18.1%
- O=c1[nH]c2[nH]c(=S)[nH]c(=S)c2[nH]1
  -1.7%[7.66 µM] | 1.3%
- COc1ncc2nc(CCc3ccccc3)c(=O)n(C3CC3)c2n1
  -2.6% | 5.0%
- Nc1nc(-c2ccc3ccccc3c2)cc(-c2cc(-c3ccc4ccccc4c3)nc(N)n2)n1
  -0.5%[7.66 µM] | 4.8%
- COCC(=O)N1CCC2(CCCN(c3cccc(-c4ccccc4)c3)C2)CC1
  1.8% | 3.6%
- O=C(O)/C(=C\c1ccccc1)Cc1ccccc1
  -4.3%[7.66 µM] | -0.3%
- Cc1ccccc1S(=O)(=O)O[C@@H]1NS(=O)(=O)c2ccccc21
  -0.4%[7.66 µM] | -4.6%
- COc1ccc(Oc2ncc3nc(-c4ccc(F)cc4)c(=O)n(C)c3n2)cc1
  -5.5% | ?
- Cc1cc(=O)oc2cc(O)c(CN(C)CC(=O)O)cc12
  -0.3%[7.66 µM] | 3.4%
- Cc1nc2cnc(Nc3ccccc3)nc2n(Cc2cccs2)c1=O
  -2.0% | -2.4%
- COc1ccccc1CN1CC2(CCN(C(=O)c3cc(C(F)(F)F)cc(C(F)(F)F)c3)CC2)C1
  2.1% | 7.1%
- S=c1c2[nH]cnc2ncn1CCSc1ncnc2nc[nH]c12
  -5.7%[7.66 µM] | -0.8%
- O=C(O)c1ccc(SSc2ccc(C(=O)O)cn2)nc1
  -10.5%[7.66 µM] | -0.9%
- CN(C)c1ncc2nc(-c3ccccc3)c(=O)n(C3CC3)c2n1
  -3.4% | -2.3%
